# Assay outcomes: PubChem BioAssay, several laboratories
# mABHD4 FP: ABHD4 inhibitors, primary screen, biochemical, fluorescence polarization, mouse | (Lyso)-N-acylphosphatidylethanolamine lipase (Mus musculus), Q8VD66 | purified mABHD4, FP-Rh probe fluorescence polarization | inhibition, % at 8.92 µM | 0.54% of 370,000 active | AID 720543, 2013;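 active = inhibition exceeding the mean over every tested compound plus 3 SD, cut at about 30% in these data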;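 also: 0% = plate median of compound wells and 100% = S159A mutant with DMSO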
#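 Assay system: Wild-type mouse ABHD4 protein | Medium: HEPES pH 7.0 buffer, 150 mM NaCl, 0.01% Pluronic F-127 | Incubation: Enzyme–compound pre-incubation 45 min, then probe 60 min, both 25 °C | Technique: Fluorescence polarization with parallel and perpendicular emission, 525/598 nm | Evaluation: % inhibition of FP-Rh probe binding versus controls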
# GC-B act: human GC-B receptor activators, primary screen, HEK293 GC-B cells, cGMP TR-FRET, EC30 CNP | Atrial natriuretic peptide receptor 2 (Homo sapiens), P20594 | 0% at EC30 CNP, 100% saturating CNP | activation, % at 10 µM | 0.11% of 370,000 active | AID 1920062, 2024;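 active = activation at 10 µM reaching about 35% in either raw or pattern-adjusted values, limit read from the data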
# Rev-erbA mod: modulators of Rev-erb alpha DNA binding, primary screen, biochemical, FITC-DNA, fluorescence polarization, uHTS | 0.79% of 370,000 active | activity, % at 10 µM | Rev-erbα–FITC-DNA binding, 90 min | Nuclear receptor subfamily 1 group D member 1 (Homo sapiens), P20393;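 active = activity above about 14%, limit read from the data; passing the limit was not always enough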;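 also: 0% = DMSO wells with 35 nM protein and 100% = DMSO wells with 750 nM protein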
# Target sequence (P20393 whole entry, looked up): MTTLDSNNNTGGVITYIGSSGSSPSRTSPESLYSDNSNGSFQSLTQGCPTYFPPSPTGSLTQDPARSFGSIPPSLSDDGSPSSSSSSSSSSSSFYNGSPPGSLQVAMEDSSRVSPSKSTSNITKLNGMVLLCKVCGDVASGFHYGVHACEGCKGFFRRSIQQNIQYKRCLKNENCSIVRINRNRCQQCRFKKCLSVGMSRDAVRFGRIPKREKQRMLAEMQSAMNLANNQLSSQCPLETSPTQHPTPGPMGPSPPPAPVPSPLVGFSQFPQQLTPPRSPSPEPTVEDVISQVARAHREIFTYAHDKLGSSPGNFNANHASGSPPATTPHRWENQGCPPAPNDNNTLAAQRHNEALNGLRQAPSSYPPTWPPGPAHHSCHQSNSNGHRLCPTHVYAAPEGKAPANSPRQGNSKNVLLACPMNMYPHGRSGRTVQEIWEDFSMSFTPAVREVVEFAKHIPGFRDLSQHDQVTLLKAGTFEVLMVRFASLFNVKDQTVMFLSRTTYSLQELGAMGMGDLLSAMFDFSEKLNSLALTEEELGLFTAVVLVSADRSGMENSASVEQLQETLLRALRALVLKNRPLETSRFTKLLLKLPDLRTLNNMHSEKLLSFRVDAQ
# NPR1 activator: GC-A stimulated cGMP production enhancers – HEK293 GC-A cells, cGMP TR-FRET, EC30 ANP, primary screen; activation, % at 10 µM; 0.14% of 370,000 active; 0% at EC30 ANP, 100% saturating ANP; Atrial natriuretic peptide receptor 1 (Homo sapiens), P16066; in the data active = activation above about 40%
# PG9 binder: binders of HIV-1 gp120 antibody PG9, primary screen, biochemical, TR-FRET; HIV-1 gp120 / PG9 antibody interaction; inhibition, % at 6.7 µM; 0.43% of 360,000 active; TR-FRET gp120-PG9 antibody binding; AID 624416, 2012; in the data active = inhibition above about 8.5%
# ASAP1 GAP inh: inhibitors of human ASAP1 ArfGAP activity, primary screen, biochemical, fluorescence polarization; Arf-GAP with SH3 domain, ANK repeat and PH domain-containing protein 1 (Homo sapiens), …; ASAP1-stimulated ARF1 GTP hydrolysis, GDP FP detection; inhibition, % at 16.5 µM; 0.19% of 360,000 active; AID 624377, 2012; in the data active = inhibition above about 25%;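 also: 0% = vehicle with enzyme and substrate and 100% = no enzyme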
# rCAG RNA binder: binders of r(CAG) RNA repeats, primary screen, biochemical, fluorescence. 1.3% of 370,000 active. inhibition, % at 3 µM. r(CAG) RNA repeat, TO-PRO-1 dye displacement fluorescence. AID 651821, 2012;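 active = inhibition above the plate cutoff, the mean of all test compounds on that plate plus 3 SD, cut at about 35% in these data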;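 also: 0% = DMSO alone and 100% = 100 µM mitoxantrone as full dye displacement; higher means more dye released from RNA so lower well fluorescence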
# HTRA1 inh: HTRA1 serine protease inhibitors, primary screen, biochemical, fluorescence polarization, HTS | Q92743 | recombinant HTRA1, FP-rhodamine activity-based probe | inhibition, % at 5.96 µM | 0.5% of 340,000 active; in the data active = inhibition above about 36%;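 also: 0% = enzyme with DMSO and 100% = wells lacking enzyme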
# Target sequence (Q92743 whole entry, looked up): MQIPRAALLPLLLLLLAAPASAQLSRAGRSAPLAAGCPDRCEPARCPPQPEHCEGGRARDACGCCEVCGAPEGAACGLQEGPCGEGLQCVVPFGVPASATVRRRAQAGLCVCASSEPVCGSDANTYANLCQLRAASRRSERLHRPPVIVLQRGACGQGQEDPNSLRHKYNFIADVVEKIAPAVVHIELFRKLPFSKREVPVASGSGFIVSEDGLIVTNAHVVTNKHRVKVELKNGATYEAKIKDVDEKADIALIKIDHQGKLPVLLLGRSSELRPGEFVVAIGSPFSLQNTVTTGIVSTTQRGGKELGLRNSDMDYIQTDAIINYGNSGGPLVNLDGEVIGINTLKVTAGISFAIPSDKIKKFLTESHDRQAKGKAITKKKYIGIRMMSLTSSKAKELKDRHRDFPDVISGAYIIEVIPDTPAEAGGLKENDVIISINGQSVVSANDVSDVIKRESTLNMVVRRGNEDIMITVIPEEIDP
# SMARCA2 act: SMARCA2 (BRM) function activators, primary screen, cell-based, luminescence, high throughput; MG213 cells, MMTV-luciferase reporter, dexamethasone, overnight; 1% of 370,000 active; activation, % at 9.1 µM; in the data active = activation above about 7.8%;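 also: 0% = vehicle wells and 100% = reference activator wells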
# ARFGAP1 inhibitor: inhibitors of rat ARFGAP1 GAP activity, primary screen, biochemical, fluorescence polarization, GDP tracer; ADP-ribosylation factor GTPase-activating protein 1 (Rattus norvegicus), Q62848; Arfgap1-stimulated ARF1 GTP hydrolysis, GDP FP detection; inhibition, % at 16.5 µM; 0.26% of 360,000 active; AID 651572, 2012;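 active = inhibition above a per-plate limit, mean inhibition of low control wells plus 3 SD, cut at about 25% in these data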;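 also: 0% = DMSO wells with enzyme and 100% = wells lacking Arfgap1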
#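 Replicates: Single well per compound | Assay system: Truncated rat Arfgap1 GAP domain | Control set: No-Arfgap1 wells (100%) versus DMSO full-reaction wells (0%) | Times: Enzyme reaction 120 min at 25 °C after 20 min preincubation | Reagent: Human ARF1(Δ1-17)-GTP substrate | Measured by: Tracer-displacement fluorescence polarization with EDTA stop, 620/688 nm | Measure: Percent inhibition of Arfgap1-stimulated GTP hydrolysis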
# * hit, by the source's call; x = not tested or not shown. Only part of the results is shown; rates above refer to the full screens.
SMILES,mABHD4 FP,GC-B act,Rev-erbA mod,NPR1 activator,PG9 binder,ASAP1 GAP inh,rCAG RNA binder,HTRA1 inh,SMARCA2 act,ARFGAP1 inhibitor
O=C(CN1CC=C(c2ccccc2)CC1)NC(=O)NCc1ccccc1,-2.6,3.0,2.3,2.0,-0.4,0.3,-6.1,-0.4,-3.7,-4.8
Cc1cnc(-n2c(=S)[nH]c3ccccc3c2=O)s1,-4.9,2.4,-3.1,-1.5,0.3,-5.6,4.6,2.3,-1.3,6.6
CCOC(=O)C1(c2ccccc2)CCN(CCC(=O)Nc2ccc(F)cc2)CC1,-6.6,-2.9,-2.7,-2.0,3.9,-5.1,-1.7,3.1,0.2,-0.8
C=CCn1c(O)c(C(CC)=NCc2ccco2)c(=O)[nH]c1=O,0.3,8.3,10.5,2.3,0.0,-5.2,-1.1,-6.4,-6.8,2.1
O=C(c1cccn2c(=O)c3ccc(Cl)cc3nc12)N1CCC2(CC1)OCCO2,-1.0,8.2,-5.0,10.9,-0.2,8.1,-2.7,4.0,2.8,1.5
COc1ccc(O)c2c(=O)c3c(OC)cc4c(c3oc12)C1C=COC1O4 (stereo unspecified),-2.0,-11.8,-2.4,-12.5,-1.5,3.8,1.7,-0.4,1.4,-2.1
COc1ccc(-c2ccc3c(c2)CN(C(=O)CCc2ccccc2)Cc2cnnn2-3)cc1,-12.4,3.5,-8.5,2.8,-2.5,-7.9,7.6,x,-3.8,3.2
CCC/C=N/O,4.1,-4.7,0.5,0.4,0.4,-4.4,0.0,1.3,-3.2,-2.3
Cc1ccc2c(c1)C1CN(C)CCC1N2C(=O)c1ccco1 (stereo unspecified),9.1,-1.0,-3.6,-2.7,-1.6,-11.7,-4.3,9.6,-2.5,-1.0
CCOC(=O)c1c(/N=C/c2c(O)n(-c3ccc(F)cc3)c(=S)[nH]c2=O)sc2c1CCCC2,-0.6,2.2,-1.6,-1.8,-1.0,17.6,9.8,5.1,-3.0,-2.2
CN1C(=O)CN=C(c2ccccc2Cl)c2cc(Br)ccc21,0.3,-1.1,-2.2,0.3,1.6,-13.2,-6.7,6.7,-2.0,1.2
COC(=O)C1=C(c2cc3ccccc3s2)C[C@@H]2CC[C@H]1N2C(=O)NCc1ccccc1,-6.9,-5.2,-2.3,-6.8,-2.8,-2.7,-4.0,-26.2,-0.6,-0.7
Oc1ccc(-[n+]2c(-c3ccccc3)cc(-c3ccccc3)cc2-c2ccccc2)cc1,7.0,1.0,3.2,-1.2,-0.1,9.4,10.0,-11.2,-3.5,2.4
Nc1cc(N2CCNCC2)c([N+](=O)[O-])cc1Cl,5.3,1.9,0.9,5.1,-0.9,1.3,2.3,-2.5,-1.4,3.3
CCOC1=C(N2CC2)C(=O)C(OCC)=C(N2CC2)C1=O,2.9,2.3,5.4,-0.7,-1.3,6.3,7.0,-1.6,-1.7,11.2
O=c1[nH]c(=S)n(Cc2ccc(F)cc2)c(O)c1/C=N/N1CCCCCC1,-11.1,7.0,4.2,-1.6,-0.6,-7.7,15.8,-9.5,2.0,-12.2
CCN(c1ccc(C(O)(C(=O)OC)C(F)(F)F)cc1)S(=O)(=O)c1ccc(C)cc1 (stereo unspecified),-9.9,1.1,5.0,-0.7,-1.4,21.5,-6.5,-15.0,1.0,2.3
c1ccc2c(c1)CSc1ccccc1C2C1=NCCN1 (stereo unspecified),8.4,-4.6,2.4,-6.1,0.7,13.4,-1.2,3.5,-3.3,5.4
Cc1nc2ccccc2c(=O)n1-n1cnnc1,4.3,0.1,0.8,2.2,-0.2,6.2,-2.3,-6.3,1.1,-6.1
CCN(CC)CCN=Cc1c(O)n(Cc2ccco2)c(=O)[nH]c1=O,1.9,5.4,4.2,-2.2,0.0,-13.9,-1.4,x,-1.8,-2.2
O=C(N[C@H]1CP(=O)(Oc2ccccc2)O[C@H](COCc2ccccc2)[C@H]1O)C(Cl)(Cl)Cl (stereo partly specified),-6.0,-3.3,2.0,-1.3,-0.9,-6.6,-5.4,-3.7,1.1,-0.5
CC(C(=O)c1c[nH]c2ccccc12)N1CCN(C(=O)c2ccco2)CC1 (stereo unspecified),1.1,0.4,-2.5,-2.5,-1.3,-16.9,-3.3,-0.4,-2.1,10.1
COC(=O)C1=CO[C@@H](C)[C@@H]2CN3CC[C@@]4(C(=O)Nc5ccccc54)[C@@H]3C[C@H]12,9.4,-18.6,3.6,-13.9,0.2,-4.3,-4.9,-5.9,2.3,1.6
O=C(Nc1ccc(F)cc1)N1CC2CC(C1)c1cccc(=O)n1C2 (stereo unspecified),-5.0,4.5,0.0,2.9,0.2,0.5,-0.2,13.1,3.9,-0.8
COc1cccc(C(c2nnnn2Cc2ccccc2)N2CCC(n3c(=O)[nH]c4ccccc43)CC2)c1OC (stereo unspecified),-6.4,-0.8,-2.4,-6.9,0.3,3.1,6.5,x,-4.6,2.1

# Overlap with the part before: 3 compounds, followed by the next part.
SMILES,mABHD4 FP,GC-B act,Rev-erbA mod,NPR1 activator,PG9 binder,ASAP1 GAP inh,rCAG RNA binder,HTRA1 inh,SMARCA2 act,ARFGAP1 inhibitor
COC(=O)C1=CO[C@@H](C)[C@@H]2CN3CC[C@@]4(C(=O)Nc5ccccc54)[C@@H]3C[C@H]12,9.4,-18.6,3.6,-13.9,0.2,-4.3,-4.9,-5.9,2.3,1.6
O=C(Nc1ccc(F)cc1)N1CC2CC(C1)c1cccc(=O)n1C2 (stereo unspecified),-5.0,4.5,0.0,2.9,0.2,0.5,-0.2,13.1,3.9,-0.8
COc1cccc(C(c2nnnn2Cc2ccccc2)N2CCC(n3c(=O)[nH]c4ccccc43)CC2)c1OC (stereo unspecified),-6.4,-0.8,-2.4,-6.9,0.3,3.1,6.5,x,-4.6,2.1
CN1CCN(c2ccc(C(N)=O)cc2[N+](=O)[O-])CC1,5.6,-6.4,-3.1,0.8,-1.7,-16.1,1.9,1.9,-1.6,2.3
O=C(COC(=O)Cc1ccccc1)Nc1cc(S(=O)(=O)N2CCCCC2)ccc1Cl,-2.1,2.2,-0.7,-0.2,-2.2,-8.6,-3.7,2.4,-3.0,-6.1
OC(CC#CCN1CCCCCC1)(c1ccccc1)C1CCCC1 (stereo unspecified),2.3,-8.3,-4.9,-7.2,-1.1,-16.5,-5.6,5.0,-1.4,-14.1
O=C(C(=C1N(Cc2ccc(Cl)nc2)CCN1Cc1ccc(Cl)nc1)[N+](=O)[O-])C(Cl)Cl,5.0,5.9,8.9,5.6,-1.9,3.7,3.5,6.1,0.2,-2.0
COC(=O)C1=C(c2cc3ccccc3s2)C[C@@H]2CC[C@H]1N2C(=O)NCCCOC(C)C,6.4,-3.4,-0.3,-2.4,-2.1,-3.1,-2.8,-10.1,3.2,-5.7
O=C(O)CSC(=S)N1CC2CC(C1)c1cccc(=O)n1C2 (stereo unspecified),-1.5,1.9,0.8,3.8,-1.2,4.0,1.5,-16.4,2.9,-4.5
CC1OC(OC2C=C3CCC4C(CCC5(C)C(c6ccc(=O)oc6)CCC45O)C3(C)CC2)C(O)C(OC2OC(CO)C(O)C(O)C2O)C1O (stereo unspecified),-4.5,5.7,1.0,2.5,2.2,-9.2,1.9,4.4,-10.5,-7.7
NC(=O)OCCSc1nnc(-c2cccc(C(N)=S)c2)o1,-1.9,2.1,0.3,3.2,-1.2,2.6,0.1,-6.2,-1.8,-10.0
CCCCOP(=O)(OCCCC)/C(C#N)=C(/C)O,-0.9,4.0,8.5,-1.7,2.5,4.9,0.8,-4.5,-0.1,4.9
CCC(=O)N1CCN(CCN=Cc2c(O)n(C)c(=O)n(C)c2=O)CC1,5.2,5.8,0.6,3.3,-1.8,-3.5,-0.7,-0.9,1.4,-2.4
CCCCn1c(O)c(C(CC)=NCc2ccc3c(c2)OCO3)c(=O)[nH]c1=O,2.3,9.0,-3.2,0.1,-1.8,-11.5,4.0,-11.4,-0.7,2.8
CCc1ccc(CN2CCN(Cc3ccc(SC)cc3)CC2)cc1,15.4,11.7,3.9,5.7,-1.3,-4.7,-10.8,x,-5.0,3.7
NP(=O)(Oc1ccccc1)c1ccccc1 (stereo unspecified),1.7,0.1,3.8,0.1,-0.5,-2.8,0.3,-0.5,-2.5,0.4
Cn1nc(-c2ccc(OCC(=O)N3CCN(Cc4ccccc4)CC3)cc2)c2ccccc2c1=O,-1.2,-2.7,2.2,5.2,-1.9,4.8,-4.5,-1.2,-4.6,-3.2
CNC(=S)N(C)CCc1cc2c(c(OC)c1C=C1C(=O)NC(=O)NC1=O)OCO2,4.1,-0.7,-0.6,-0.4,1.8,-1.0,-2.2,-2.8,0.8,-8.1
O=C(Nc1ccccc1)c1cccn(Cc2ccccc2)c1=O,-7.2,-1.4,-1.2,2.5,0.6,8.4,-2.5,-15.2,-6.0,-3.1
COc1cccc(C(=O)C2CCCN(C3CCOCC3)C2)c1 (stereo unspecified),-1.3,1.2,-4.1,-5.4,-0.3,0.8,-1.0,1.7,2.4,-8.8
Oc1ccccc1/C=N/NP(=S)(c1ccccc1)c1ccccc1,-36.4,-1.4,1.2,-8.2,-0.3,13.0,6.3,-31.1,-0.8,-1.2
CN1C2CCC1CC(OC(=O)c1ccc(Cl)cc1)C2 (stereo unspecified),3.6,-0.9,0.5,1.5,-4.1,-1.8,1.5,0.1,-0.2,3.9
O=C(NCC(c1cccnc1)N1CCN(c2ccccc2)CC1)Oc1ccccc1 (stereo unspecified),1.5,-3.2,-6.0,3.8,1.4,-4.1,-2.4,-2.1,-0.9,-8.6
c1ccc(CNc2c3c(nc4ccccc24)CCC3)cc1,-1.6,0.0,-3.0,3.0,-1.1,-25.0,11.8,-7.6,-2.7,0.5
CC1(C)CSC(=NCc2ccccc2)N1,-3.0,-1.7,-2.8,-6.7,2.5,0.0,0.4,-1.2,-4.5,-5.5
Cc1ccc(CN2CCCN(Cc3ccccc3C)S2(=O)=O)cc1,-14.8,5.8,-2.1,4.8,0.2,3.3,-1.5,-20.9,-1.3,1.9
O=C(CNC(=O)c1ccc(Br)cc1)Nc1ccc(Br)cc1C(=O)c1ccccc1,3.1,-0.4,0.6,-8.4,-0.7,5.1,2.8,-5.4,0.0,-0.4
CC(=NCCN1CCOCC1)c1c(O)n(-c2ccccc2C)c(=O)[nH]c1=O,-0.8,0.6,0.4,6.3,1.5,-7.7,1.0,-0.9,-2.2,2.8
CCN(CC)c1ccc(/C=C2/C(=O)NC(=O)N(Cc3ccco3)C2=O)cc1,-70.7,5.2,-0.2,22.4,-1.3,6.3,29.9,-17.1,-1.2,3.4
